# SKN-1 block – suppressors of acrylamide-induced Pgst-4::GFP reporter in worms, primary screen, SKN-1 inhibitor project, whole organism, uHTS, GFP/RFP fluorescence ratio, strain VP596; C. elegans VP596 Pgst-4::GFP/RFP ratio, 24 h; inhibition, % at 21.8 µM; 360,000 tested, 0.49% active;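 active = interference check ratio from 0.5 to 1.5 plus GFP to RFP signal ratio inhibition reaching or exceeding a fixed threshold, cut at about 30% in these data, passing the limit was not always enough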; also: some compounds called inactive have numbers as strong as hits
# FAS TE block – FAS thioesterase domain inhibitors, primary screen, biochemical, fluorescence intensity, uHTS; inhibition, % at 15 µM; 360,000 tested, 0.67% active; Fatty acid synthase (Homo sapiens), P49327; recombinant FAS-TE, OMFH fluorogenic substrate, fluorescence endpoint;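 active = compounds whose normalised, plate-corrected inhibition of enzyme fluorescence in the single-dose primary screen is 50% or more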;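 also: 0% = DMSO with enzyme and 100% = substrate without enzyme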
# bovine MsrA act – bovine MsrA enzyme activators, primary screen, biochemical, absorbance, HTS. Methionine sulfoxide reductase A (Bos taurus). AID 602163, 2012. 360,000 tested, 0.3% active. activation, % at 10.6 µM. purified bovine MsrA, absorbance read-out; in the data active = activation above about 7.5%;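 also: 0% = vehicle and 100% = reference activator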
# Neddylation inh – inhibitors of cullin neddylation, primary screen, biochemical, TR-FRET, uHTS, NAE and Ubc12. calls only at 25 µM. 360,000 tested, 0.58% active; in the data active = inhibition above about 36%
# Rin1-Abl PPI inh – inhibitors of Rin1-Abl protein binding, primary screen, biochemical, TR-FRET. Tyrosine-protein kinase ABL1 (Homo sapiens) + Ras and Rab interactor 1 (Homo sapiens), …. inhibition, % at 7.35 µM. 360,000 tested, 0.4% active. AID 588664, 2011; in the data active = inhibition above about 5%, passing the limit was not always enough
# Target sequence (P00519 whole entry, looked up): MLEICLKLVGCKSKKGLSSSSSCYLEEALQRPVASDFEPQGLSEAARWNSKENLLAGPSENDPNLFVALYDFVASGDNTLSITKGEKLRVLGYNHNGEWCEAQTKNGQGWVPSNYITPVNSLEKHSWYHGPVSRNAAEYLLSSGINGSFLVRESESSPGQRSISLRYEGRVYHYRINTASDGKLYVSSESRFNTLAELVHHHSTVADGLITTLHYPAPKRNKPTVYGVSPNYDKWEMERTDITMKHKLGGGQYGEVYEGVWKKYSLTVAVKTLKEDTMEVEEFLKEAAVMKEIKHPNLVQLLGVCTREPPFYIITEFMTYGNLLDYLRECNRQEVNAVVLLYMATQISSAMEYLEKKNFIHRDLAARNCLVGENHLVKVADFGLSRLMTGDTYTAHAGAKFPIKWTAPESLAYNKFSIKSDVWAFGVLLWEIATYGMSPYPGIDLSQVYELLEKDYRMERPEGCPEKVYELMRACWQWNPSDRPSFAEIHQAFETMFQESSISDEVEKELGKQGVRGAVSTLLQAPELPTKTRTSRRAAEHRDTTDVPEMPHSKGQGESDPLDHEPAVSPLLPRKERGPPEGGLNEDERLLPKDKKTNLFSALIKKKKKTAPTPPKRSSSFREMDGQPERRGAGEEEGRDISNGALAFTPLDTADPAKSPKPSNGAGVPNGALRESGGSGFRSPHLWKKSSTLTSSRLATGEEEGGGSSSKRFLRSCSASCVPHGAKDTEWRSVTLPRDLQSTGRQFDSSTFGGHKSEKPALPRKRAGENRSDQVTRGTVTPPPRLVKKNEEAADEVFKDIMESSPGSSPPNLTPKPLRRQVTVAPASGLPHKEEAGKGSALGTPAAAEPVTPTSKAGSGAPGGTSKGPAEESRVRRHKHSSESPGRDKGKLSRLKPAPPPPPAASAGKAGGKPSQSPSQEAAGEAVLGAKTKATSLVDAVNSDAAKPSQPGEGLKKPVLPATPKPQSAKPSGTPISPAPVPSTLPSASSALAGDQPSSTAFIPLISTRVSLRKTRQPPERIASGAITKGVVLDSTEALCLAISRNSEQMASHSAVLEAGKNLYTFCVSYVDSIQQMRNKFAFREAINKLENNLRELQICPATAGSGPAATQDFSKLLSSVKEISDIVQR
# Target sequence (Q13671 whole entry, looked up): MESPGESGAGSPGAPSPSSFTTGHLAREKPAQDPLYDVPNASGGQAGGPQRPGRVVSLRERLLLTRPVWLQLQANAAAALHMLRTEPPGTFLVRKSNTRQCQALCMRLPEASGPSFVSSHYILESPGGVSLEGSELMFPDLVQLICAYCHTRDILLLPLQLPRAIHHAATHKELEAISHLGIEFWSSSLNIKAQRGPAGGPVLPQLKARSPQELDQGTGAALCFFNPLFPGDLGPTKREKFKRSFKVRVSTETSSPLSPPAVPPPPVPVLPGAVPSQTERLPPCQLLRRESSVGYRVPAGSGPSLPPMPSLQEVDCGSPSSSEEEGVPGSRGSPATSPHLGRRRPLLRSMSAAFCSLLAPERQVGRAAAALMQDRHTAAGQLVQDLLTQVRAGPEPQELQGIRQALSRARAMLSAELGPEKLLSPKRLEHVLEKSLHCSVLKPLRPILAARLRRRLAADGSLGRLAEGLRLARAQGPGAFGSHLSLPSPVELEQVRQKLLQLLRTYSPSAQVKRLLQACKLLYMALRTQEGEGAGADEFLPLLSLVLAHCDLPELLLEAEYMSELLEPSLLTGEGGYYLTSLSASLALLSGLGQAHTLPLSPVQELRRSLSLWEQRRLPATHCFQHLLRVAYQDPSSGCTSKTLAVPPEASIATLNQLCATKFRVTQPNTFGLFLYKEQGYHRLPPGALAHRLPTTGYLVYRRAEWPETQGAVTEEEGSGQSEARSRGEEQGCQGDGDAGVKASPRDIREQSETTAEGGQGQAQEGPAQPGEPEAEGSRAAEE
# MT1-MMP act inh – blockers of MT1-MMP proenzyme processing, primary screen, HT1080 RFP-PRO-GFP cells, GFP/RFP fluorescence; 360,000 tested, 0.061% active; Matrix metalloproteinase-14 (Homo sapiens), P50281; GFP/RFP ratio change, % at 20 µM; AID 651647, 2012; GFP/RFP ratio fluorescence, overnight; percent of plate control window, DMSO zero;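 active = GFP/RFP ratio change of at least 30% with cell ATP level not reduced by more than half and red fluorescence within 50% of control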; also: strong numbers were not always called active
#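 system = RFP-PRO-GFP reporter HT1080 cells | dosing = 20 µM single dose, 1% DMSO | timing = overnight cell settling, then overnight compound exposure, 37 °C, 5% CO2 | read-out basis = GFP/RFP fluorescence ratio | controls = DMSO and RFP-L50D-GFP cell wells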
# NRP1-CendR mod – modulators of CendR peptide binding to NRP-1, primary screen, biochemical, fluorescence polarization, uHTS; FAM-RPARPAR peptide binding to NRP-1; inhibition, % at 25 µM; 360,000 tested, 0.85% active;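 active = inhibition or corrected inhibition above about 18%, plus a signal ratio from 0.5 to 1.5, limit read from the data, passing the limit was not always enough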; also: strong numbers were not always called active
# MsrA inhibitor – bovine MsrA enzyme inhibitors, primary screen, biochemical, absorbance, HTS | Methionine sulfoxide reductase A (Bos taurus) | purified bovine MsrA, absorbance read-out | inhibition, % at 15.5 µM | 360,000 tested, 0.75% active | AID 651718, 2012; in the data active = inhibition above about 4.5%;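 also: 0% = vehicle wells with enzyme and 100% = reference inhibitor wells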
# eLon inh – inhibitors of E. coli Lon protease, primary screen, biochemical, fluorescence polarization | inhibition, % at 7.94 µM | 360,000 tested, 0.42% active | purified E. coli Lon protease | AID 602123, 2011 | P0A9M0; in the data active = inhibition above about 13%, passing the limit was not always enough;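 also: 0% = enzyme with probe and DMSO and 100% = no enzyme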
# Active calls of the source: *; i = inactive; x = not tested or not shown.
cpd	Structure	NRP1-CendR mod	Rin1-Abl PPI inh	FAS TE block	MsrA inhibitor	bovine MsrA act	SKN-1 block	eLon inh	MT1-MMP act inh	Neddylation inh
1	CC(C)N(Cc1nc(-c2ccc(Cl)cc2)no1)Cc1nccn1C	-11	3	-2	0.0	3	3	-5	-4	i
2	COCCCN(C(=O)c1ccc(N2CCCC2=O)cc1)c1c(N)n(Cc2ccccc2)c(=O)[nH]c1=O	-8	0	-5	0.8	-1	17	-9	2	i
3	Cc1cc(C)c(O)c(-c2cc(C(=O)Nc3ccc(S(=O)(=O)N4CCOCC4)cc3)[nH]n2)c1	9	-3	20	0.1	-6	-6	-3	-19	i
4	O=C(Cn1nnc(-c2ccc(S(=O)(=O)N3CCCC3)cc2)n1)NCC1CCCO1 (stereo not drawn)	-2	-1	-9	0.3	-2	-2	-2	0	i
5	CN(C)CCCNC(=O)C1(O)c2cc(Br)ccc2NC(=O)N1c1c(F)cccc1F (stereo not drawn)	14	-1	-8	-0.1	-2	16	-8	-1	i
6	C=CCNC(=S)/N=c1/ccccn1CC	13	-2	-1	2.8	-8	-2	-2	0	i
7	Cc1ccc(SCc2nc(N)nc(Nc3ccccc3C)n2)cc1C	-2	-4	10	1.1	0	5	-2	3	i
8	Cc1cc(Cl)c(S(=O)(=O)N2CCCC2)cc1OCC(N)=O	4	3	-11	-1.4	-15	-23	1	3	i
9	Cc1cc(=O)n(CC=C(Cl)Cl)c2ccccc12	13	2	0	0.1	-1	0	-1	0	i
10	CC(=O)/C(N=Nc1ccc(SC(F)F)cc1)=C(\C)O	6	2	6	1.6	-17	8	-13	0	i
11	CC1=C(C#N)CCC(=O)N1Cc1c(F)cccc1Cl	0	-1	0	-0.8	0	1	10	4	i
12	O=C1Nc2ccccc2C(=O)N2[C@H](c3cccc(Br)c3)[C@@H]3C(=O)N(Cc4ccccc4)C(=O)[C@@H]3[C@H]12	-11	-1	6	-0.3	-1	-9	-1	-3	i
13	C/C(=N\NC(=O)c1c(Br)cnn1C)c1ccc(NC(=O)c2ccc(F)cc2)cc1	-6	0	0	1.6	-6	0	-6	-1	i
14	COc1cc(C2NC(=O)CCC2[N+](=O)[O-])c(OC)cc1Br (stereo not drawn)	2	1	-7	-1.1	-2	10	-9	-1	i
15	S=C(N/N=C/c1ccc(Cl)c(Cl)c1)Nc1ccccc1Cl	-15	-4	2	2.1	1	4	2	4	i
16	O=C(C[n+]1ccc2ccccc2c1)c1ccccc1	0	-1	-7	-0.6	-4	-7	1	0	i
17	O=C(NCCOc1ccccc1Cl)C(=O)NCCOc1ccccc1Cl	-4	-3	2	-0.1	-7	-11	-4	2	i
18	CCOC(=O)c1cc2c(c(CCO)n1)[C@@H](CCO)N(S(=O)C(C)(C)C)C2 (stereo partly drawn)	0	-3	-8	-0.5	-3	17	3	2	i
19	Cc1nnc(-c2ccc(N3CCOCC3)c([N+](=O)[O-])c2)o1	2	-2	-1	x	-2	-21	-18	3	i
20	C/C(=N\OCC(=O)Nn1c(=O)[nH]c2ccccc2c1=O)c1ccccc1	0	-1	-3	0.4	-5	5	5	18	i
21	CCCCc1ccc(Nc2nc(N3CCOCC3)nc(N3CCOCC3)n2)cc1	5	-2	28	-1.0	0	7	4	-5	i
22	C=CCSc1nc(O)c(CC)c(=O)n1C(C)CC (stereo not drawn)	12	0	-3	0.5	-3	16	-12	3	i
23	CCCCNC(=O)OCC(CC)NC(=O)OC(C)C (stereo not drawn)	-7	3	-9	-1.4	-3	17	-5	1	i
24	Cc1ccccc1-n1nc2c(c1NC(=O)C1CC1)CS(=O)(=O)C2	11	-1	-9	0.9	1	4	-1	2	i
25	CCOC(=O)C1CCCN(Cc2ccccc2Cl)C1 (stereo not drawn)	10	-2	-6	0.4	-5	6	-6	8	i
26	CC1CCCN(CC(=O)Nc2ccc(S(=O)(=O)N3C(C)CCCC3C)cc2)C1 (stereo not drawn)	-8	-2	9	-0.2	-1	-7	-12	1	i
27	CCOC(=O)C1CCN(C(=O)c2cccc(C(=O)N3CCC(C(=O)OCC)CC3)c2)CC1	11	2	-3	0.9	-2	12	-8	17	i
28	O=C(CCC(=O)N(CC(=O)NC1CCCCC1)c1ccc(F)cc1)Nc1ccccn1	9	2	-1	0.5	-6	-22	3	3	i
29	C/C(=N\O)c1ccc2[nH]ccc2c1	9	-2	-10	-0.9	-5	-7	-4	1	i
30	NS(=O)(=O)c1ccc(NC(=S)N2CCCC2)cc1	2	-3	-8	-0.2	-5	-3	-12	-1	i

# Only eLon inh and bovine MsrA act (3 entries from above):
nr	Molecule	eLon inh	bovine MsrA act
24	Cc1ccccc1-n1nc2c(c1NC(=O)C1CC1)CS(=O)(=O)C2	-1	1
1	CC(C)N(Cc1nc(-c2ccc(Cl)cc2)no1)Cc1nccn1C	-5	3
25	CCOC(=O)C1CCCN(Cc2ccccc2Cl)C1 (stereo not drawn)	-6	-5

# Continued:
cpd	Structure	NRP1-CendR mod	Rin1-Abl PPI inh	FAS TE block	MsrA inhibitor	bovine MsrA act	SKN-1 block	eLon inh	MT1-MMP act inh	Neddylation inh
31	Cc1ccc(-c2nnc(N3CCCCC3)c3ccccc23)cc1	-10	0	7	1.5	-4	9	7	-1	i
32	O=C1c2ccccc2NC(c2ccccc2)N1NS(=O)(=O)c1ccccc1 (stereo not drawn)	-3	1	-10	0.0	-4	3	-11	4	i
33	O=c1c2cn[nH]c2nc(SCc2ccccc2F)n1-c1ccc(Br)cc1	26*	4	-88	0.8	-2	1	2	0	i
34	CC(C)(C)c1cc(CCC(=O)N2CCNCC2)c(C(C)(C)C)cc1O	2	4	4	0.6	-1	7	-5	3	i
35	c1csc(C2=Nn3c(nnc3-c3ccncc3)SC2)c1	-6	-11	-5	2.0	2	-16	-13	-12	i
36	CCCN1CCC(=NNC(=O)CSc2cc(C)c(Br)cc2C)CC1	0	-2	0	-0.6	-2	-2	0	2	i
37	Cn1c(SCC(=O)N/N=C/c2ccccn2)nnc1-c1ccccc1	11	1	-7	-0.7	-3	10	1	0	i
38	CCOC(=O)c1c(C)nc2ccc(C)cn12	11	0	-5	0.4	-4	21	5	-7	i
39	CSc1nc(NC(C)(C)C)nc(N2CCOCC2)n1	-3	0	1	-0.8	-1	17	-3	-2	i
40	CCOC(=O)C1(C)CCN1C(=O)c1cc(-c2ccc(Cl)cc2)oc1C (stereo not drawn)	-8	-1	2	-0.7	-8	7	2	0	i
41	CCN(CC)c1ccc(C(=O)NNC(=O)CCNC(=O)c2ccccc2)cc1	0	0	-12	0.4	-2	11	-11	0	i
42	O=c1c2ccccc2ncn1-c1cccc(Cl)c1	16	0	4	0.3	-4	16	6	0	i
43	COc1ccc(CNC(=O)CS(=O)(=O)Cc2nc(-c3ccc(OC)cc3)oc2C)cc1	9	2	-1	-0.7	-3	17	0	-3	i
44	O=c1c2ccccc2nc(-c2ccccc2)n1Cc1ccc(Cl)cc1	12	2	20	1.5	-9	-12	2	x	i
45	CCN(CC)CC#CCC(O)(c1ccccc1)c1ccccc1	8	2	-2	0.1	0	5	-3	-7	i
46	CN(Cc1cnccn1)Cc1ccccc1OCC(O)CN1CCc2ccccc2C1 (stereo not drawn)	9	-1	1	0.4	-1	-7	-3	0	i
47	COc1ccc(N(CC(=O)Nc2ccc(S(=O)(=O)N3CCOCC3)cc2)S(C)(=O)=O)cc1OC	-3	-3	-4	-0.1	1	5	16*	1	i
48	S=C(c1ccc(-c2ccc(Cl)c(Cl)c2)o1)N1CCOCC1	-8	2	32	x	-3	13	-7	-3	i
49	CCOC(=O)c1ccc(-c2ccc(C(=O)Nc3cccnc3)o2)cc1	-24	3	1	0.8	3	15	-12	0	i
50	CCOC(=O)Cn1c(=O)oc2cc(S(=O)(=O)N3CCCc4ccccc43)ccc21	-4	-2	8	-0.9	0	-2	9	-3	i
51	CCOC(=O)c1c(N2C(=O)CC(Sc3ccccc3C(=O)O)C2=O)sc2c1CCCC2 (stereo not drawn)	-15	2	-1	0.4	-5	5	1	2	i
52	CCN(CC)c1nc2ccccc2nc1-n1nc(C)cc1C	17	0	0	0.7	-2	4	-7	-9	i
53	COc1ccc(C(C#N)N2CCC(c3ccccc3)=N2)cc1OC (stereo not drawn)	-1	-3	10	-0.8	-2	1	0	-1	i
54	O=C(Nc1nnc(C2=COCCO2)o1)c1cccc(C(F)(F)F)c1	0	-3	-7	0.2	0	-1	-8	0	i
55	Cc1ccc(-c2nnn(CC(=O)N(c3ccccc3F)C(CC(C)C)C(=O)NCC3CCCO3)n2)cc1 (stereo not drawn)	5	-4	30	0.4	-8	-26	9	-5	i
56	Cc1cc(C(=O)Nc2c(F)c(F)c(F)c(F)c2F)n(-c2ccccc2)n1	-5	-4	4	-1.3	-2	1	-9	3	i
57	C#Cc1ccc(NC(=O)C2(C)CCN2C(=O)Cc2ccc(C(C)C)cc2)cc1 (stereo not drawn)	11	2	28	-1.3	-1	12	-8	1	i
58	CN1CCN(S(=O)(=O)c2ccc3c(c2)C(C)(C)C(=O)N3C)CC1	2	2	-8	0.1	-2	9	0	-2	i
59	CCOC(=O)Cn1nc(-c2ccc(F)cc2)cc(Cc2ccccc2)c1=O	-17	-2	15	x	-2	2	1	2	i
60	COc1cccc(NC(=O)C2CCN(S(=O)(=O)c3ccc4c(c3)NC(=O)CO4)CC2)c1	6	0	3	-0.2	-2	14	0	0	i
61	O=C1OCCOC2CCCc3oc(-c4ccccc4)c1c32 (stereo not drawn)	8	x	-7	0.8	-2	10	5	2	x
62	O=C(Oc1ccc(F)cc1)c1ccc2c(=O)n3c(nc2c1)CCC3	-12	5	4	0.6	-7	4	-12	4	i
63	COc1ccc(CCNC(=O)Cn2nnc(C(=O)Nc3cc(C)ccc3C)c2N)cc1OC	8	-1	-4	-0.5	-1	6	-3	2	i
64	CC(OC(=O)c1ccccc1C(=O)N(C)C1CCCCC1)C(=O)NC1(C#N)CCCCC1 (stereo not drawn)	11	-4	-1	0.2	-5	-10	5	5	i
65	CSC[C@H]1CN(Cc2ccccc2)C(=O)[C@@H]1CC(=O)Nc1ccccc1	7	1	-8	0.2	-5	-15	-5	3	i
66	CCOC(=O)CC(NS(=O)(=O)c1ccc(OC)c(C)c1)c1cccc([N+](=O)[O-])c1 (stereo not drawn)	-5	3	6	-0.7	-4	19	-4	3	i
67	Cc1cc(CN(C)C(=O)c2cc(COc3ccc4ncccc4c3)on2)on1	-4	-5	-1	-0.6	1	2	-11	13	i
68	COc1cc(NC(=O)c2cc(-c3ccco3)on2)cc(OC)c1OC	-3	0	1	1.1	-2	-4	-3	1	i
69	O=C(O)CCNC(=O)c1ccc(NC(=O)Cc2ccc(Cl)cc2)cc1	-5	1	-2	-1.0	-2	13	9	3	i
70	CN1CCN(c2ccccc2NC(=O)c2sc3ccccc3c2Cl)CC1	-2	-14	12	-0.1	0	14	3	-1	i
71	CCOC(=O)c1[nH]c2ccc(OCC)cc2c1NC(=O)CN1CCN(c2ccccn2)CC1	14	1	13	0.4	-9	-17	0	4	x
72	CCOC(=O)c1c(C)[nH]c(C(=O)OCCOc2ccccc2C)c1C	-7	3	14	0.9	1	4	-7	0	i

# Bioassay records (PubChem BioAssay)
